Bioassay records as filed in PubChem BioAssay.
TRPC4 inh: inhibitors of mouse TRPC4 channel | Q9QUQ5 | HEK293 TRPC4beta/mu-opioid, DAMGO-evoked Fluo4 calcium flux; hits give low values | B-score at 10 µM | 300,000 tested, 0.39% active | AID 2247;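 active means B-score over 3 SD under the library average, no early fluorescence shift, positive overall ratio signal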
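Test system – stable TRPC4beta/mu-opioid receptor HEK293 cells · Probe or stimulus – DAMGO, a submaximal dose followed by a maximal one · Dosing – one concentration per compound · Signal – Fluo4 calcium fluorescence by kinetic imaging, 5 s 1 Hz baseline · Evaluation – per-well B score of integrated baseline-normalized Fluo4 ratio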
MrgX1 antagonist: blocks BAM8-22 activation of human MrgX1 receptor; AID 588676; B-score at 10 µM; 310,000 tested, 1.3% active; Q96LB2; MRGX1-HEK293 calcium flux, Fluo-4, BAM8-22 antagonism; hits give low values;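 active means calcium-response B-score plate-corrected more than 3 library SD below zero, starting fluorescence within 5 deviations, no agonist response on first addition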;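 further: peak minus trough fluorescence over baseline after final BAM8-22 challenge near maximal dose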
Target sequence (Q96LB2 whole entry, looked up): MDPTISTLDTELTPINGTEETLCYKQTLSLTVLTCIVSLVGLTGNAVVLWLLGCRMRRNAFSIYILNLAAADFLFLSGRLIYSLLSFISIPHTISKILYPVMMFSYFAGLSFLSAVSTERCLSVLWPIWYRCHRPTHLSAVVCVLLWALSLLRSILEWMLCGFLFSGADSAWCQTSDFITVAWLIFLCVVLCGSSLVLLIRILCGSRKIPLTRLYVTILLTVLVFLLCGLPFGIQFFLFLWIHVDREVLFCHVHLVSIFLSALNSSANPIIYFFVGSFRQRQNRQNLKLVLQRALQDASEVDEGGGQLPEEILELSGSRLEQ
SKKanGAS inh: blocks kanamycin growth of S. pyogenes SKKanGAS strain. BacTiter-Glo, 6 h. inhibition, % at 7.5 µM. 300,000 tested, 1.3% active. AID 1662;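 active means mean replicate score, as percent of positive control median, at least 50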;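 further: strain carries kanamycin resistance gene driven by streptokinase promoter and grows in 40 µg/ml kanamycin; loss of luminescence reflects streptokinase promoter inhibition or plain growth inhibition; 0% = median of DMSO wells and 100% = positive control at its reference dose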
TRPC6 activator: activates the mouse TRPC6 cation channel; HEK293-TRPC6 membrane potential dye fluorescence; hits give high values; AID 2550; 310,000 tested, 0.13% active; B-score at 10 µM;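 active means B-score of the integrated fluorescence ratio above library mean plus 3 SD, and starting fluorescence ratio within library mean plus 5 SD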;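 further: higher score means more depolarization so channel activation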
ANO1 block: inhibitors of mouse TMEM16A calcium-activated chloride channel. Q8BHY3. HEK293 TMEM16A/YFP iodide influx fluorescence, ionomycin. normalized B-score (activity score, 25-100; higher = stronger inhibition) at 10 µM. 310,000 tested, 1.2% active. AID 588511;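 active means ratio plate-corrected score three or more library SD toward inhibition, starting fluorescence score within five deviations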;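 further: score derived from kinetic fluorescence span divided by baseline fluorescence per well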
ANO1 activ: activators or potentiators of mouse TMEM16A chloride channel. 340,000 tested, 0.3% active. HEK293 TMEM16A/YFP-H148Q/I152L, iodide quench fluorescence; hits give low values. B-score at 10 µM. AID 623877. Q8BHY3;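 active means fluorescence-ratio B-score plate-corrected deviation score at least 3 library SD below zero, with starting fluorescence score within 5 deviations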;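 further: channel opened by trigger with iodide after compound preincubation; score built on the fluorescence ratio of max minus min over baseline; more negative score means more quench and so TMEM16A activation or potentiation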
TRPC4 PAM: allosteric potentiators of mouse TRPC4 channel | Q9QUQ5 | HEK293 TRPC4beta/mu-opioid, DAMGO EC20, Fluo-4 Ca2+ flux; hits give high values | B-score at 10 µM | 310,000 tested, 0.42% active | AID 2227;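 active means B-score of calcium response area above 5 SD of library B-scores, with initial fluorescence ratio within 5 SD of library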;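 further: B-score of integrated fluorescence ratio over time as area under calcium response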
MrgX1 PAM: human MrgX1 positive allosteric modulation, primary screen | Q96LB2 | 310,000 tested, 0.63% active | B-score at 10 µM | AID 588675 | MrgX1-HEK293, Fluo-4 calcium flux, FDSS; hits give high values;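 active means plate-corrected calcium response at least 3 library SD above typical, normal starting fluorescence, not activating the receptor alone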;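 further: compound read alongside a low EC10 to EC30 dose of BAM8-22 agonist; peak minus trough fluorescence over baseline measured at the second addition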
TRPC6 inh: mouse TRPC6 channel inhibition | Q61143 | HEK293-TRPC6, membrane potential dye, ACh-evoked depolarization; hits give low values | B-score at 10 µM | 310,000 tested, 1.1% active | AID 2553;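 active means B-score under library mean minus 3 SD, initial fluorescence not abnormally high, positive integrated signal ratio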;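 further: B-score derived from integrated fluorescence ratio over the kinetic read; more negative B-score means stronger inhibition of depolarization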
MrgX1 ag: activates human MrgX1 receptor signaling; 310,000 tested, 0.44% active; MrgX1-HEK293 cells, Fluo-4 calcium fluorescence, agonist mode; hits give high values; AID 588627; Q96LB2; B-score at 10 µM;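 active means calcium response B-score plate-corrected fluorescence ratio at least 3 library SD, with starting fluorescence B-score inside 5 SD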
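System: HEK293 cells stably expressing human MrgX1 receptor; Dosing: test compound in the initial addition of three; Schedule: overnight plating, then 30 min 37 °C plus 30 min room-temperature dye loading; Detection: kinetic calcium dye fluorescence, Fluo-4 NW; Controls: per-plate positive and negative controls for Z′ factor.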
TRPC4 act: activators of mouse TRPC4 channel; Q9QUQ5; HEK293 TRPC4beta/mu-opioid, Fluo4 calcium fluorescence; hits give high values; B-score at 10 µM; 310,000 tested, 0.49% active;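 active means B-score above 5 SD of library B-scores, and initial fluorescence ratio not above library mean plus 5 SD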;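 further: positive B-score marks a calcium rise read as TRPC4 activation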
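Assay system – TRPC4beta and mu-opioid receptor HEK293 stable cells · Measured by – Fluo4 fluorescence, kinetic · Schedule – dye loading 45 min room temperature, 110 s kinetic read · Read-out – B-scored integrated calcium fluorescence ratio · Controls – buffer and maximal DAMGO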
Active calls of the source: *; i = inactive; . = no result given.

Start of the listing, in advance (2 entries):
SMILES	TRPC4 inh	MrgX1 antagonist	SKKanGAS inh	TRPC6 activator	ANO1 block	ANO1 activ	TRPC4 PAM	MrgX1 PAM	TRPC6 inh	MrgX1 ag	TRPC4 act
CCOc1ccccc1N(CC(=O)N/N=C/c1cc(Br)ccc1OC)S(C)(=O)=O	i	i	19.2	i	i	i	i	i	i	i	i
S=c1[nH]nc(-c2ccco2)n1/N=C/c1ccc(Cl)cc1	i	i	0.3	i	i	i	i	i	i	i	i

All compounds of this part, from the first entry:
SMILES	TRPC4 inh	MrgX1 antagonist	SKKanGAS inh	TRPC6 activator	ANO1 block	ANO1 activ	TRPC4 PAM	MrgX1 PAM	TRPC6 inh	MrgX1 ag	TRPC4 act
CCOc1ccccc1N(CC(=O)N/N=C/c1cc(Br)ccc1OC)S(C)(=O)=O	i	i	19.2	i	i	i	i	i	i	i	i
S=c1[nH]nc(-c2ccco2)n1/N=C/c1ccc(Cl)cc1	i	i	0.3	i	i	i	i	i	i	i	i
COc1cccc(C(=O)Nc2cc(NC(=O)c3cccs3)ccc2C)c1OC	i	i	6.5	i	i	i	i	i	i	i	i
Cc1cc(NC(=O)COC(=O)C2CC(=O)N(c3ccccc3Cl)C2)no1 (stereo not given)	i	i	-1.9	i	i	i	i	i	i	i	i
CN(C)CCCN(C(=O)CCc1ccccc1)c1nc2c(F)cccc2s1	i	i	1.4	i	i	i	i	i	i	i	i
Oc1ccccc1-c1nc2ccccc2nc1-c1ccccc1	i	i	4.1	i	i	i	i	i	i	i	i
CN(C)S(=O)(=O)N1CCC(Oc2cccc(C(=O)NC3CCCCC3)c2)CC1	i	i	-3.5	i	i	i	i	i	i	i	i
O=c1nc2c(O)cccn2c2c1c(=O)[nH]c1ccccc12	i	.	20.8	i	.	i	i	.	i	.	i
COc1ccc(C)cc1NC(=O)CN(Cc1nnc(-c2ccc(Cl)cc2)o1)C1CCCC1	i	i	11.5	i	i	i	i	i	i	i	i
COc1cccc(N2CCN(C(=S)Nc3cccc(C)c3)CC2)c1	i	i	-2.7	i	i	i	i	i	i	i	i
Nn1cc(-c2ccccc2)nc1SCC(=O)Nc1ccc(S(N)(=O)=O)cc1	i	i	-20.9	i	i	i	i	i	i	i	i
NC(=O)CC(NC(=O)Cc1ccc(Br)cc1)c1ccc(NCc2ccc(F)cc2)c([N+](=O)[O-])c1 (stereo not given)	i	i	-1.2	i	i	i	i	i	i	i	i
Nc1ccc(S(=O)(=O)Nc2ccc(C(=O)c3ccccc3)cc2)cc1	i	i	0.6	i	i	i	i	i	i	i	i
Oc1ccccc1-c1nc(N2CCCC2)c2ccccc2n1	i	i	-1.6	i	i	i	i	i	i	i	i
Cc1cc(NC(=O)c2cc(-c3ccc(O)cc3)on2)no1	i	i	0.7	i	i	i	i	i	i	i	i
CCOC(=O)c1ccc(NC(=O)c2cc(S(=O)(=O)N3CCOCC3)cn2C)cc1	i	i	-2.8	i	i	i	i	i	i	i	i
CCc1ccc(OCc2ccc(C(=O)OC)o2)cc1	i	i	-2.9	i	i	i	i	i	i	i	i
COc1cccc(-n2c(Cc3cc(=O)[nH]c(=O)[nH]3)nnc2SCC(=O)NC2CCCCC2)c1	.	i	.	.	i	i	.	i	.	i	.
CCCC(=O)c1ccc(N2CCCCC2)c(F)c1	i	i	2.9	i	i	i	i	i	i	i	i
CCOC(=O)N1CCC(N(CCCOC)C(=O)Nc2ccc(CC)cc2)CC1	i	i	12.1	i	i	i	i	i	i	i	i
CC(C)n1c(SCC(=O)N2CCCCC2)nc2c1c(=O)n(C)c(=O)n2C	i	i	8.5	i	i	i	i	i	i	i	i
Cc1ccc(NC(=O)c2c(C)noc2C)cc1	i	i	2.1	i	i	i	i	i	i	i	i
CCN/C=C(\C#N)S(=O)(=O)c1ccc(Br)cc1	i	i	-0.3	i	i	i	i	i	i	i	i
CCCCCCCCNc1nc(Cl)nc(NCCN2CCOCC2)n1	i	i	-1.3	i	i	i	i	i	i	i	i
OCC[C@H]1C[C@@H](O)[C@H](O)[C@@]2(OCc3ccccc32)O1	.	i	.	.	i	i	.	i	.	i	.
CC(=O)c1cccc(NC(=S)NNC(=O)c2ccc(C)c([N+](=O)[O-])c2)c1	i	i	19.5	i	i	i	i	i	i	i	i
Cn1cc(S(=O)(=O)Oc2ccccc2)c(=O)n(C)c1=O	i	i	4.6	i	i	i	i	i	i	i	i
Cc1ccc(C(=O)N/C(=C\c2cccnc2)C(=O)N2CCCC2)cc1	i	i	1.9	i	i	i	i	i	i	i	i
COc1ccc(N(CC(=O)N2CCN(c3ccccc3F)CC2)S(=O)(=O)c2c(C)n[nH]c2C)cc1	i	i	-0.1	i	i	i	i	i	i	i	i
CCn1cc(CN2CCC(C(=O)Nc3cccc(-c4cccc(OC)c4)c3)CC2)c(C)n1	i	i	-1.9	i	i	i	i	i	i	i	i
Nc1c(C2=NCCO2)nnn1Cc1ccccc1	i	i	2.3	i	i	i	i	i	i	i	i
Fc1cccc(CNc2ncnc3cc(Cl)ccc23)c1F	i	i	-1.9	i	i	i	i	i	i	i	i
COc1ccc(CCNC(=O)COC(=O)COc2c(C)cc(C)cc2C)cc1OC	i	i	-4.1	i	i	i	i	i	i	i	i
COc1ccccc1N1CCN(C(=O)/C=C/c2ccco2)CC1	i	i	2.0	i	i	i	i	i	i	i	i
CC(=O)c1cccc(NC(=S)NC(=O)c2ccc(C)cc2)c1	i	i	-15.9	i	i	i	i	i	i	i	i
CCCNC(=S)N1CCN(Cc2ccc3c(c2)OCO3)CC1	i	i	0.5	i	i	i	i	i	i	i	i
CCC(=O)c1ccc(OCC(=O)OC(C)C(=O)NCc2ccc3c(c2)OCO3)cc1 (stereo not given)	i	i	33.1	i	i	i	i	i	i	i	i
CCn1cc(C(C)NC(=O)COc2ccc(Cl)cc2C)c(C)n1 (stereo not given)	i	i	9.4	i	i	i	i	i	i	i	i
O=C(COc1ccc(Cl)cc1Cl)OCn1nnc2ccccc2c1=O	i	i	-1.8	i	i	i	i	i	i	i	i
CCOC(=O)c1sc(NC(=O)c2ccccc2OC)nc1C	i	i	15.8	i	i	i	i	i	i	i	i
O=C(NCCCN1CCCC1=O)c1cccc(NS(=O)(=O)c2ccccc2)c1	i	i	-5.7	i	i	i	i	i	i	i	i
COc1ccc(CNCc2cc(C)c(OC)cc2C)c(OC)c1	-5*	i	-1.7	i	i	i	i	i	i	i	i
CC(=O)Nc1cc(C(=O)O)ccc1S(=O)(=O)c1ccc(Cl)cc1	.	i	-1.2	i	i	i	i	i	i	i	i
CN(CC(=O)Nc1cccc(F)c1)C(=O)C1CC(=O)N(Cc2ccco2)C1 (stereo not given)	i	i	-0.3	i	i	i	i	i	i	i	i
CC(=O)N1c2ccc(S(=O)(=O)N(C)CC(=O)N3CCCC3)cc2CC1C (stereo not given)	i	i	-2.8	i	i	i	i	i	i	i	i
O=c1[nH]c(/C=C\c2ccccc2F)nc(O)c1[N+](=O)[O-]	i	i	4.1	i	i	i	i	i	i	i	i
CCOc1ccc(-n2ccnc(SCC(=O)NCCc3ccccc3)c2=O)cc1	i	i	10.5	i	i	i	i	i	i	i	i
CCCCC(=O)N1CCN(c2nc3ccc(Br)cc3s2)CC1	i	i	3.2	i	i	i	i	i	i	i	i
COc1ccc(CCNC(=O)Cn2nnc(-c3ccc(OC)c(OC)c3)n2)cc1OC	i	i	-16.1	i	i	i	i	i	i	i	i
COc1cccc(OC)c1C(=O)Nc1c(C)n(C)n(-c2ccccc2)c1=O	i	i	-5.6	i	i	i	i	i	i	i	i
O=C1c2ccccc2C(O)N1Cc1ccco1 (stereo not given)	i	i	-4.9	i	i	i	i	i	i	i	i
COc1ccc(/C=C/C(=O)N2CCN(c3ccccn3)CC2)c(OC)c1OC	i	i	-4.5	i	i	i	i	i	i	i	i
O=C(CN1CCN(Cc2ccc(F)cc2)C1=O)NCc1cccs1	i	i	-5.1	i	i	i	i	i	i	i	i
Cc1cc(C)n(CC(=O)Nc2ccc(N3CCOCC3)c(Cl)c2)c(=O)c1C#N	i	i	-0.1	i	i	i	i	i	i	i	i
O=C(OCc1ccccc1)/C(=C/c1ccc(Cl)cc1)NC(=O)c1ccccc1Cl	i	i	4.1	i	i	i	i	i	i	i	i
COC(=O)c1oc2ccc(Cl)cc2c1N	i	i	3.5	i	i	i	i	i	i	i	i
S=C(Nc1ccc2cn[nH]c2c1)Nc1ccccc1Cl	i	i	5.4	i	i	i	i	i	i	i	i
O=C(COCC(=O)N/N=C/c1ccc(F)cc1)N/N=C/c1ccc(F)cc1	i	i	-12.0	i	i	i	i	i	i	i	i
O=C(N/N=C/c1cccc(F)c1)c1c(O)c2ccccc2[nH]c1=O	i	i	92.0*	i	i	i	i	i	i	i	i
CCC(C)(c1nnnn1-c1c(C)cccc1C)N(N=O)c1ccccc1Cl (stereo not given)	.	i	.	.	i	i	.	i	.	i	.

Next entries follow.
SMILES	TRPC4 inh	MrgX1 antagonist	SKKanGAS inh	TRPC6 activator	ANO1 block	ANO1 activ	TRPC4 PAM	MrgX1 PAM	TRPC6 inh	MrgX1 ag	TRPC4 act
O=C(c1ccc(CS(=O)Cc2ccc(Cl)cc2)o1)N1CCN(c2cccc(Cl)c2)CC1 (stereo not given)	i	i	19.9	i	i	i	i	i	i	i	i
Cc1c(NC(=O)Cn2ccc([N+](=O)[O-])n2)c(=O)n(-c2ccccc2)n1C	i	i	-4.6	i	i	i	i	i	i	i	i
CCN(c1ccccc1)S(=O)(=O)c1cccc(C(=O)NCC(c2cccs2)N(C)C)c1 (stereo not given)	i	i	-1.5	i	i	i	i	i	i	i	i
COc1ccc(CCNC(=S)NCCc2ccc(OC)c(OC)c2)cc1OC	i	i	-3.2	i	25*	i	i	i	i	i	i
Cc1ccc(S(=O)(=O)NCCOc2nc(N(C)C)nc(N(C)C)n2)cc1	i	i	-3.3	i	i	i	i	i	i	i	i
CN(CC(=O)Nc1cccc([N+](=O)[O-])c1)S(=O)(=O)c1ccccc1	i	i	-3.0	i	i	i	i	i	i	i	i
